# Screening results from PubChem BioAssay.
# CBFb RUNX1 block – qHTS Assay for Compounds Blocking the Interaction Between CBF-beta and RUNX1 for the Treatment of Acute Myeloid Leukemia | 230,000 tested, under 10 active | Potency, µM (highest dose often 59.8 µM), without a hit: at the top dose activity, negative = inhibition, hits mostly inhibitors | AlphaScreen CBFb-His/RUNX1-biotin binding, biochemical | AID 1477, 2009 | Runt-related transcription factor 1 (Homo sapiens) + Core-binding factor subunit beta …; further: % of control where 0% means no effect
#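 CBFb-His/RUNX1-biotin, 30 nM each, preincubated 20 min RT; compound 15 min RT; Ni + streptavidin beads 50 ng each, 90 min RT; AlphaScreen read.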
# TRb-SRC2 inh – qHTS for Inhibitors of the Interaction of Thyroid Hormone Receptor and Steroid Receptor Coregulator 2. TRbeta-SRC2 peptide binding, fluorescence polarization; receptor liganded with 1 µM T3. Potency, µM (doses to about 106 µM), without a hit: at the top dose activity change, negative = inhibition, hits mostly inhibitors. actives 0.065% (n = 280,000). AID 1469, 2008;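 further: potency means the concentration at half of the fitted maximal effect; plate controls were bound peptide for no effect and peptide without receptor for full effect; nearly all actives have a fitted effect of over 50% in size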
# Target sequence (P10828 whole entry, looked up): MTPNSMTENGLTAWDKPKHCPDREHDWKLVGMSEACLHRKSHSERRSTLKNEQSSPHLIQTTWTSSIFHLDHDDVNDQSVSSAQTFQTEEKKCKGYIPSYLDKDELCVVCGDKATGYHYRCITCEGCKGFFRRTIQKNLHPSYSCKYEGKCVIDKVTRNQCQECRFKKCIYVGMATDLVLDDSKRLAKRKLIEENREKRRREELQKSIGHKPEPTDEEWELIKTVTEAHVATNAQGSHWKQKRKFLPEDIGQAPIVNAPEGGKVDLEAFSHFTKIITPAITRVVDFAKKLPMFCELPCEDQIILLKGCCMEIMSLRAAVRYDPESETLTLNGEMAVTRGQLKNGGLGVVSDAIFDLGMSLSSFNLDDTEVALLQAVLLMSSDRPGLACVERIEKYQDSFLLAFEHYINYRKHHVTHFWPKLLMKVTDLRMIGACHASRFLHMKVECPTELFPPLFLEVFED
#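 Quantitative HTS by FP: 0.6 uM TRb LBD, 20 nM labeled SRC2 20-mer, 1 uM T3, 5% DMSO; 5 hr ambient incubation; % activity per concentration and potencies from concentration series.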
# TR SRC2 fluor cs – Total Fluorescence Counterscreen for Inhibitors of the Interaction of Thyroid Hormone Receptor and Steroid Receptor Coregulator 2; Potency, µM (titrated, usually from 106 µM), for inactives: at the highest dose fluorescence change, negative = quenching; AID 1479, 2009; TRb/SRC2 Texas Red total fluorescence interference; actives 0.29% (n = 280,000); active means well fitted curve in either direction with a large enough effect; inconclusive means small, poorly fitted or top-dose-only effect; further: potency means the concentration at half of the fitted maximal effect; on the % scale 0 is the no-effect control and ±100 the full control effect
#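 Flags fluorescent or light-absorbing compounds by total fluorescence, S + 2P, at 555 nm excitation and 632 nm emission. Mixture: 20 nM Texas Red SRC2 peptide, 0.6 uM human TRb LBD, 1 uM T3, 5% DMSO; compound exposure 5 h at ambient temperature.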
# aGal spleen mod – qHTS Assay for Inhibitors and Activators of Human alpha-Galactosidase From Spleen Homogenate. Alpha-galactosidase A (Homo sapiens), P06280. human spleen homogenate, 4MU-alpha-Gal fluorescence, 40 min. Potency, µM (doses to about 80 µM), inactives show at the top dose activity change, negative = inhibition, actives largely listed as inhibitors. actives 0.008% (n = 240,000). AID 2107, 2009;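 further: potency means the concentration at half of the fitted maximal effect; 0% = enzyme with vehicle and -100% = no enzyme basal signal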
#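 Human spleen homogenate (1 ug) was the enzyme source, with 4-methylumbelliferyl-alpha-D-galactopyranoside (1 mM final) in pH 5.0 citrate buffer with 0.01% Tween-20. Compounds were titrated; after 40 min at 37C, NaOH/glycine stop, 4-MU fluorescence read; AC50 from Hill fits.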
# Tau fluor counter – Counterscreen qHTS for Inhibitors of Tau Fibril Formation, Fluorescence Polarization. actives 0.93% (n = 280,000). tau K18 P301L Alexa594 fluorescence, heparin fibrillization. Potency, µM (highest dose often 57.7 µM), inactives show top-dose activity change, negative = decrease; further: potency means the concentration at half of the fitted maximal effect; on the % scale 0 is the no-effect control and ±100 the full control effect; nearly all actives have a fitted effect of over 55% in size
#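 Human tau K18 P301L (15 uM unlabeled, 0.24 uM Alexa 594-labeled) in 100 mM sodium acetate pH 7 with 20 uM heparin, 6 hr at 37 C. ThT 30 uM added, 1 hr ambient; Alexa 594 FP and total fluorescence read at 555/632 nm.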
# NPSR antag – qHTS Assay for Antagonists of the Neuropeptide S Receptor: cAMP Signal Transduction; CHO-NPSR cells, cAMP TR-FRET, antagonist mode; actives 1% (n = 220,000); Potency, µM (doses to about 38.3 µM), without a hit: at the highest dose activity change, negative = inhibition, actives largely listed as inhibitors; Q6W5P4; further: potency means the concentration at half of the fitted maximal effect; on the % scale 0 is the no-effect control and ±100 the full control effect; nearly all actives have a fitted effect of over 50% in size; many of its hits are not listed in these tables
# Target sequence (Q6W5P4 whole entry, looked up): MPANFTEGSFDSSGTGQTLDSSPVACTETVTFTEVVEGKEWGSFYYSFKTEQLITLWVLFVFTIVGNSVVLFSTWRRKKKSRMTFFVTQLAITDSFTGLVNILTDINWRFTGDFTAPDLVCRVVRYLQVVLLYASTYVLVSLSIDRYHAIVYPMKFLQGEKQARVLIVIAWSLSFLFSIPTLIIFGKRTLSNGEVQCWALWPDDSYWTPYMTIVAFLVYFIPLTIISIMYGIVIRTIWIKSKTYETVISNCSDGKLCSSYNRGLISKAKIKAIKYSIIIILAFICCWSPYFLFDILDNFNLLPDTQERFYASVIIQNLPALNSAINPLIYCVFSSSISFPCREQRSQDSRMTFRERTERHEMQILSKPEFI
# Tau fibril FP – qHTS for Inhibitors of Tau Fibril Formation, Fluorescence Polarization | K18 P301L tau heparin fibrillization, Alexa594 FP, 6 h | Potency, µM (top dose mostly 57.7 µM), for inactives: top-dose activity, negative = inhibition, usual class: inhibitors | actives 0.39% (n = 280,000); further: potency means the concentration at half of the fitted maximal effect; on the % scale 0 is the no-effect control and ±100 the full control effect; nearly all actives have a fitted effect of over 55% in size
# Target sequence (P10636 561-689 P618L limits assumed): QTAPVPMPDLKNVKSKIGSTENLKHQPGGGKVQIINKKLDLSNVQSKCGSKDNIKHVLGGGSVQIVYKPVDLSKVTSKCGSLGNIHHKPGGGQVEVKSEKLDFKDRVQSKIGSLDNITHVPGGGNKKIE
#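 Human tau K18 […] P301L fragment, 15 uM unlabeled plus 0.24 uM Alexa 594-labeled tau (final), with compound and 20 uM heparin in 100 mM sodium acetate pH 7; 6 hr at 37 C, then Alexa 594 FP read.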
# Epigenetic reg – Quantitative High-Throughput Screen for Regulators of Epigenetic Control | AID 1865, 2009 | Potency, µM (series often up to 53.9 µM), inactives show top-dose GFP activation, actives largely listed as activators | actives 0.2% (n = 280,000) | murine LDR cells, GFP reporter derepression, 30 h; further: potency means the concentration at half of the fitted maximal effect; % of control where 0% means no effect; nearly all actives have a fitted effect of over 60% in size
#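 GFP-positive cell count by laser-scanning cytometry (objects 20–120 um) after 30 h, 37 C compound exposure of murine LDR cells; reporter is CMV-GFP integrated at a silenced locus, inducible by HDAC or DNMT inhibitors.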
# An asterisk follows results filed as active; ? = inconclusive; / = no result given; & = joins results of further samples; [ ] = dose if it differs, or a comment. Unless noted, the call rests on the fitted dose curve; in most records, active means well fitted curve in the direction sought with a large enough effect; inconclusive means small, poorly fitted or top-dose-only effect, or another doubt; inactive means no such curve, though single readings can be large; an effect the other way counts as inactive or inconclusive. Not all compounds are listed; the hit share may differ from the screen's.
# Under each structure: TR SRC2 fluor cs	Epigenetic reg	Tau fluor counter	CBFb RUNX1 block	NPSR antag	Tau fibril FP	TRb-SRC2 inh	aGal spleen mod
C=CCN(CC=C)S(=O)(=O)c1ccc(NC(=S)NC(=O)Cc2ccc(OC)cc2)cc1
 : 0.2%	-1.1%	-29.6%	0.1%	?	-11.0%	0.8%	2.2%
CC(C)c1ccc(/C=C/C(=O)NNC(=O)c2cccnc2)cc1
 : -2.2%	-1.5%	3.2%	1.1%	-1.6%[46.1 µM]	8.9%	-8.9%	-5.1%
O=C(NCc1ccncc1)/C(=C/c1cccc([N+](=O)[O-])c1)NC(=O)c1ccccc1
 : -7.0%	4.1%	-17.4%	2.2%	-10.8%[7.67 µM]	-6.4%	-8.5%	-1.2%
CCCCCCCCCCC1=C(C)C(=O)C(OC)=C(OC)C1=O
 : ?	0.0%	-21.5%	-8.9%&16.4%	/	12.2%	-2.6%&-4.4%	-11.5%&1.1%
O=c1c2ccccc2nc(SCc2nnc(-c3ccccc3)o2)n1-c1ccccc1
 : -7.3%	2.0%	-11.6%	-5.8%	?	-1.1%	0.1%	-4.9%
CCN(C(=O)COC(=O)c1cc(C)n(-c2ccc(F)cc2)c1C)C1CCS(=O)(=O)C1 (stereo not given)
 : 0.4%	?	7.1%	5.3%	21.3%[46.1 µM]	2.5%	-21.4%	-2.3%
COC(=O)c1ccc2c(c1)NC(=O)C(N(CC(C)C)CC(C)C)S2 (stereo not given)
 : -6.0%	1.1%	-1.1%	18.7%	-40.9%	-6.2%	-4.9%	9.7%
O=C(Nc1ccccc1)N1CCn2c(nc3ccccc32)C1
 : 4.2%	1.1%	-6.1%	5.0%	-10.1%[46.1 µM]	1.0%	0.0%	4.7%
Cc1ccc(N(C(=O)c2ccco2)C2C=CS(=O)(=O)C2)cc1 (stereo not given)
 : 0.3%	2.9%	5.5%	15.3%	19.4%	-6.1%	4.6%	-1.9%
CN(C)c1ccc(C=NCC2(O)CCOC(C)(C)C2)cc1 (stereo not given)
 : 0.8%	7.7%	1.2%	6.3%	-16.8%[46.1 µM]	3.6%	-11.3%	4.3%
CCN1C(=O)/C(=C\N2CCN(c3ccc(F)cc3)CC2)SC1=S
 : -5.3%	?	-16.2%	-2.5%	-16.6%[46.1 µM]	-6.2%	-5.4%	4.4%
O=C(Nc1nc(-c2cccnc2)cs1)c1ccccc1Cl
 : -3.1%	-1.3%	2.0%	9.4%	9.0%	?	-1.9%	4.0%
COC(=O)C1=C(C(=O)OC)[C@@H]2Nc3ccccc3[C@@]23C[C@@H](C(=O)OC)N(S(=O)(=O)c2ccc4c(c2)OCCN4C)C3=N1
 : -2.9%[11.2 µM]	/	-10.6%[11.6 µM]	-10.6%[13.1 µM]	/	?	4.4%[11.2 µM]	-1.1%[17.5 µM]
CCOC(=O)C(=O)N(Nc1ccc(C)cc1)c1ccc(C)cc1
 : -0.8%	-1.8%	-9.6%	7.2%	24.5%	-1.7%	5.9%	-2.6%
COc1ccc(NC(=O)C2CCN(c3cnccn3)CC2)cc1Cl
 : -0.6%	2.5%	-5.6%	/	/	-0.7%	-9.7%	/
C/C(=N\NC(=O)c1c(Br)c(C)nn1C)c1cccc(NC(=O)C2CCC2)c1
 : 0.7%	-1.8%	0.1%	-1.9%	-10.9%[46.1 µM]	-2.0%	7.5%	1.4%
Cc1nc([N+](=O)[O-])c(C(=O)O)n1C
 : -2.0%	2.3%	-0.8%	5.9%	11.9%	4.4%	-2.7%	-15.0%
Nc1nnc(CC(=O)N/N=C/c2cc([N+](=O)[O-])cc(Br)c2O)s1
 : -8.6%	1.0%	-9.4%	/	-4.1%	4.8%	2.8%	-9.3%
COc1cc(/C=N/NC(=O)C(=O)NCc2cccnc2)cc(OC)c1OC
 : 1.3%	0.0%	10.3%	-12.2%	13.8%	5.2%	3.4%	9.4%
O=C(CCn1cnc2ccccc2c1=O)Nc1nc(-c2ccc(Br)cc2)cs1
 : 3.6%	-2.1%	0.1%	0.6%	?	-5.8%	-17.8%	0.8%
CCO[C@@H]1OC(C(=O)NC2CC2)=C[C@H](c2ccc(C(F)(F)F)cc2)[C@H]1CCCO
 : 0.0%	1.5%	-2.9%	10.0%	11.3%	-5.3%	-1.3%	6.0%
CCOc1ccc(N2C(=O)CSC2c2ccncc2)cc1 (stereo not given)
 : -5.0%	-0.8%	-2.3%	4.1%	-9.2%[46.1 µM]	-7.5%	-2.6%	0.0%
CCCCn1nnc(NC(=O)C(c2ccccc2)c2ccccc2)n1
 : -1.2%	0.0%	-1.8%	8.0%	-32.3%	1.2%	1.5%	-8.5%
Cn1nc(-c2ccccc2F)c2cc(C(=O)NCCc3ccc(Cl)cc3)sc21
 : -0.2%	1.2%	?	/	/	-21.4%	9.2%	/
Cc1ccc(NC(=O)C(=O)NCC(c2cccnc2)N2CCc3ccccc3C2)cc1 (stereo not given)
 : -12.6%	22.4µM*	-17.3%	/	/	-7.4%	-1.9%	/
O=C(NC1CCCCC1)c1nn2c(C(F)(F)F)cc(-c3ccco3)nc2c1Br
 : -0.8%	15.5%	-9.5%	5.3%	-1.8%[46.1 µM]	-5.6%	5.3%	-1.5%
COc1ccc(CCC(=O)NNC(=S)Nc2cccc(C(C)=O)c2)cc1
 : -2.2%	-0.6%	-11.9%	-1.2%	7.0%	3.7%	-0.8%	-1.0%
CCc1cccc(OCC(=O)Nc2ccc(S(=O)(=O)Nc3cc(C)nc(C)n3)cc2)c1
 : -3.8%	-2.2%	-2.3%	/	/	-2.2%	3.9%	/
CC(C)(C)OC(=O)N1CCC[C@H]1C(=O)N/N=C/c1cccc2nccnc12
 : -1.2%	3.0%	-12.6%	2.9%	-22.9%	-7.7%	-6.9%	1.3%
CCOCCCn1c(=O)c(NC(=O)c2ccc(OCC)cc2)c2n(c1=S)CCCCC2
 : -0.4%	-2.5%	-7.5%	2.6%	3.1%[46.1 µM]	-5.7%	-4.4%	-8.0%

# Going on with the list.
# Under each structure: TR SRC2 fluor cs	Epigenetic reg	Tau fluor counter	CBFb RUNX1 block	NPSR antag	Tau fibril FP	TRb-SRC2 inh	aGal spleen mod
Cc1cccc(Cn2c(=O)n3nc(-c4ccccc4)nc3c3ccccc32)c1
 : 7.2%	-1.8%	-22.4%	/	/	?	-1.8%	/
Cc1ccc(-n2c(=O)c3oc4ccccc4c3n(Cc3ccccc3F)c2=O)cc1C
 : -0.5%	8.0%	1.1%	/	/	-1.5%	8.0%	/
Cc1cc(C)c(NC(=O)C2CC(=O)N(c3ccc4c(c3)OCCO4)C2)c(C)c1 (stereo not given)
 : 0.7%	-4.6%	-13.6%	6.4%	-19.3%[46.1 µM]	1.8%	5.0%	3.1%
CCOC(=O)c1c(C)nc2sc3c(=O)n(-c4ccc(OC)cc4)cnc3c2c1-c1ccc(OC)cc1
 : 1.7%	1.3%	6.7%	0.9%	?	-4.3%	-6.5%	3.4%
CC(C)(C)OC(=O)N/N=C/c1ccc(N2CCOCC2)s1
 : -0.4%	3.1%	-16.1%	-2.5%	-7.5%	-0.4%	-0.2%	2.6%
CCN(CC)C(=O)CN(c1cc(Cl)ccc1OC)S(=O)(=O)c1ccc(C)c([N+](=O)[O-])c1
 : -0.7%	-3.0%	-11.2%	-2.3%	-26.4%	2.9%	-5.9%	1.1%
COc1cc(Cl)c(S(=O)(=O)NCc2cccnc2)cc1Cl
 : 2.6%	1.3%	1.3%	4.0%	0.2%[46.1 µM]	-2.0%	-12.4%	5.6%
CCOc1ccccc1N1C(=O)CC(N(O)c2ccccc2)C1=O (stereo not given)
 : 2.3%	-5.6%	-5.0%	0.3%	-9.5%[46.1 µM]	6.5%	5.2%	12.5%
Cc1ccsc1-c1ccnc(-n2cccc2)n1
 : 1.8%	-1.1%	-2.2%	0.3%	1.4%[46.1 µM]	2.1%	7.1%	4.2%
COc1ccc(-c2noc(N3CCC(C(=O)N(C)c4cc(Cl)ccc4OC)CC3)n2)cc1
 : ?	0.0%	-3.8%	/	/	-2.2%	-2.8%	/
Cc1cc(OC(=O)c2cc(-c3ccc4c(c3)OCCO4)on2)ccc1Cl
 : 4.9%	-2.2%	-7.3%	/	/	0.4%	0.1%	/
CCc1cccc(C)c1NC(=O)C(CC)n1nc(C)c2c(C)n(-c3ccccc3)nc2c1=O (stereo not given)
 : -2.5%	5.0%	0.5%	/	/	-5.8%	-9.5%	/
COc1ccc(CCC(=O)NCc2ccc3c(c2)CCN3C(=O)c2ccc(F)cc2)cc1
 : -12.6%	-1.3%	1.6%	/	/	0.7%	-3.2%	/
COc1ccc(C2=NN(C(=O)CSc3nc4ncc(Cl)cc4[nH]3)C(c3ccco3)C2)cc1 (stereo not given)
 : 1.6%	-2.0%	-6.4%	?	-40.1%	4.7%	0.1%	-5.2%

# For convenience, part of the list above:
# Under each structure: TR SRC2 fluor cs	Epigenetic reg	Tau fluor counter	CBFb RUNX1 block	NPSR antag	Tau fibril FP	TRb-SRC2 inh	aGal spleen mod
CCOc1ccccc1N1C(=O)CC(N(O)c2ccccc2)C1=O (stereo not given)
 : 2.3%	-5.6%	-5.0%	0.3%	-9.5%[46.1 µM]	6.5%	5.2%	12.5%
Cc1ccsc1-c1ccnc(-n2cccc2)n1
 : 1.8%	-1.1%	-2.2%	0.3%	1.4%[46.1 µM]	2.1%	7.1%	4.2%
COc1ccc(-c2noc(N3CCC(C(=O)N(C)c4cc(Cl)ccc4OC)CC3)n2)cc1
 : ?	0.0%	-3.8%	/	/	-2.2%	-2.8%	/
